Source: PubChem
Autophagy HCS = autophagy modulators in MEF cells, primary screen, imaging, high-content, MEF GFP-LC3. MEF GFP-LC3 puncta imaging; test concentration mostly 10 µM. calls only at 10 µM (by protocol). hit rate 0.98% among 190,000. AID 463193, 2010;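 active means percentage of spot-positive cells more than 3 SD above its plate mean, without a fluorescence outlier flag or 80% toxicity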;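 further: spot-positive cell cutoff set from DMSO-treated cells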
Yfh1-off respiration = enhancers of respiration in Yfh1-depleted yeast, dose response, Friedreich's ataxia, plus single-dose screen (AID 1465). fold induction at 50 µM; hits with a dose series show EC50 in µM. S. cerevisiae Yfh1-off respiration, WST-1 reduction, 72 h; higher fold induction means a stronger effect. hit rate 0.074% among 220,000;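 active means fold induction of absorbance versus untreated yeast above a set limit, then at least 30% activation at any dose in follow-up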;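 further: activators that raise dye reduction in frataxin-depleted yeast; strong numbers were not always called active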
P. falciparum M1AAP = P. falciparum M1AAP inhibitors, biochemical, fluorogenic H-Leu-NHMec substrate, 1536-well (AID 1445); Aminopeptidase N (Plasmodium falciparum (isolate 3D7)); hit rate 0.42% among 220,000; recombinant M1AAP, H-Leu-NHMec fluorogenic kinetic assay; higher % means a stronger effect; one-dose inhibition, % at 30 µM; IC50 in µM for titrated hits;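 active means primary inhibition above the hit cutoff, then over 50% inhibition at one or more dose response concentrations, cut at about 23% in these data, passing the limit was not always enough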;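 further: plate controls were DMSO full reaction for no effect and no enzyme background for full effect; strong numbers were not always called active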
T cell HTS = modulators of CD8 T cell-vesicle binding, primary screen, mouse 2C CD8+ T cells, flow cytometry; 2C CD8+ T cell-vesicle binding; active compounds read low; hit rate 0.068% among 330,000; calls only at 7 µM; AID 2052, 2009;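 active means response, share of CD8 T cells binding vesicles, and their 90th percentile fluorescence all below set limits, cut at about 80% in these data, passing the limit was not always enough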
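material = purified 2C TCR transgenic mouse naive CD8+ T cells | controls = Unloaded micro-vesicles (low), QL9 vesicles with 0.7% DMSO (high) | detection = cytometric PE anti-B7-1 and Alexa647 anti-CD8 signals after 1% paraformaldehyde fixation | incubation = binding step 1.5 h, 37 °C, antibody labelling 20 min, ice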
WT yeast gro inh = growth inhibition of WT strain, primary screen, mitochondrial fusion inhibitor project, WT and mutant strains, chemical genetic. AID 1362, 2008. mitochondrial fusion phenotypic screen. hit rate 2.1% among 190,000. inhibition, % at 10 µM; in the data active means inhibition above about 58%; tested in S. cerevisiae
M17LAP inhibition = P. falciparum M17LAP inhibitors, primary screen, biochemical, fluorogenic H-Leu-NHMec substrate, 1536-well (AID 1619); Leucine aminopeptidase (Plasmodium falciparum (isolate 3D7)); recombinant M17LAP, H-Leu-NHMec fluorogenic kinetic assay; higher % means a stronger effect; one-dose inhibition, % at 30 µM; IC50 in µM for titrated hits; hit rate 0.38% among 220,000;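 active means compound inhibiting the enzyme by more than half at any dose during confirmatory dose-response retesting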;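 further: plate controls were full reaction with DMSO carrier for no effect and no enzyme background for full effect; strong numbers were not always called active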
bCat nuc transl = modulators of beta-catenin nuclear translocation, primary screen, imaging, HeLa cells, immunofluorescence, high-content; nuclear translocation activity, % at 5 µM; hit rate 0.3% among 190,000;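 active means nuclear translocation activity above 50% at 5 µM, with a well cell count of 50 or more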;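 further: per-cell ratio of nuclear to cytoplasmic median beta-catenin stain intensity; plate controls were DMSO negative control for no effect and GSK-3 inhibitor IX positive control for full effect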
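Test system: human HeLa cells, native beta-catenin. Compound dosing: 5 µM primary single dose, 0.1% DMSO, 0.02–20 µM confirmation series. Incubation: compound exposure 24 h at 37°C. Detection: beta-catenin immunostaining with DAPI counterstain, 20x imaging, 6 fields/well. Read-out basis: Nuclear/cytoplasmic beta-catenin signal ratio, % activation.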
Dynein transport = inhibitors of GR-EGFP nuclear translocation, primary screen, dynein cargo transport inhibitor project, imaging, high-content, 3617.4 mouse cells; test concentration mostly 20 µM; stimulated with dexamethasone, 1 µM; active compounds read low; z-score, hits read low; hit rate 0.47% among 220,000; AID 1381, 2008;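 active means plate z-score of nuclear minus cytoplasmic receptor signal below a set negative limit, without overly bright fluorescence or cell loss, cut at about -3.5 in these data, passing the limit was not always enough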;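 further: z-score of nuclear minus cytoplasmic ring GR-EGFP intensity difference per well; some compounds called inactive have numbers as strong as hits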
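Buffer or medium: tetracycline-free induction medium containing charcoal-stripped FBS / Reagent: dexamethasone agonist, 1.0 µM final, for 30 min / Technique: automated 10x imaging of fixed Hoechst-stained cells / Times: induction 48 h, compound 1 h, agonist 30 min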
MT stabilizer = microtubule stabilizers in HeLa cells, primary screen, imaging, high-content imaging; hit rate 0.83% among 200,000; AID 2205, 2009; HeLa tubulin immunostaining HCS, 24 h; share of cells brighter than vehicle mean+2SD; % tubulin-high responders, % at 10 µM;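 active means plate Z-score above 3 for both tubulin-high and condensed-nucleus cell shares, with cell loss under 80%, at 10 µM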;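 further: anti alpha tubulin signal scored within the nucleus-defined area of each cell; some results filed as inactive read as strong as hits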
WT yeast gro inh mutant strain = also measured in WT yeast gro inh; calls as there; inhibition, %; mitochondrial fusion phenotypic screen, mutant strain inhibition
Dynein transport cytoplasmic EGFP = recorded beside Dynein transport, whose call it bears; z-score; measured here: cytoplasmic GR-EGFP intensity; active compounds read high
Dynein transport nuclear GR-EGFP = recorded beside Dynein transport, whose call it bears; z-score; measured here: nuclear GR-EGFP intensity;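 lower value marks the stronger effect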
Dynein transport cell count = second read-out of Dynein transport, no call of its own (marks repeat the call); z-score; measured here: cell count per field
bCat nuc transl cell count 5 µM = second read-out of bCat nuc transl, no call of its own (marks repeat the call); cell count; measured here: cell count, cytotoxicity flag
T cell HTS vesicle-bound % = further read-out of T cell HTS, marked with its call; double positive events, %; measured here: CD8+ vesicle-bound cell fraction;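 binding gate set so that unloaded-vesicle control wells show 10% double positive cells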
MT stabilizer Hoechst-high % = also measured in MT stabilizer; calls as there; % Hoechst-high responders; measured here: nuclear condensation Hoechst responders;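 share of cells brighter than vehicle mean plus two SD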
MT stabilizer cytotoxicity % = recorded beside MT stabilizer, whose call it bears; toxicity, %; measured here: cytotoxicity by cell density;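 0% = mean cell density of plate MIN control wells and 100% = no cells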
Autophagy HCS cell loss 18 h = further read-out of Autophagy HCS, marked with its call; toxicity, %; measured here: cell loss, nuclei count;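 cell loss after 18 h compound exposure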
* marks the source's active call; other numbers are inactive results; i = inactive; . = no result given; + = active, no number.

nr	smiles	Autophagy HCS	Autophagy HCS cell loss 18 h	Yfh1-off respiration	P. falciparum M1AAP	T cell HTS	T cell HTS vesicle-bound %	WT yeast gro inh	WT yeast gro inh mutant strain	M17LAP inhibition	bCat nuc transl	bCat nuc transl cell count 5 µM	Dynein transport	Dynein transport cytoplasmic EGFP	Dynein transport nuclear GR-EGFP	Dynein transport cell count	MT stabilizer	MT stabilizer Hoechst-high %	MT stabilizer cytotoxicity %
1	CC(=O)Nc1ccc(C(=O)OCC(=O)NC2CCCCCCC2)cc1	i	4	i	4%	i	31	-8	8	-6%	0.9	1102	-0.16	-0.28	0.074	-0.29	2.3	2.2	4.9
2	CCN(CC)S(=O)(=O)c1cccc(C(=O)N2CC(O)CC2C(=O)OC)c1 (stereo unspecified)	i	1	i	2%	i	42	-19	10	-5%	-2.4	1024	2.4	-0.062	1.3	-1.4	3.6	1.7	4.9
3	CCN1CCCC1CNC(=O)C1c2cc(OC)c(OC)cc2C(=O)N(C)C1c1cccnc1 (stereo unspecified)	i	9	i	-2%	i	2	-2	-32	6%	-2.6	1403	0.2	-0.32	-0.065	0.76	2.8	1.8	3.9
4	Cc1occc1-c1nnc(SCc2cc(=O)n3cc(Br)ccc3n2)n1C	i	-12	.	9%	i	35	-3	-1	5%	0.5	808	-0.11	-0.12	0.43	0.12	3.8	4.1	16
5	Cc1sc2ncn(CC(=O)OC(C)C)c(=O)c2c1C	i	-4	i	4%	.	.	-16	-7	25%	-5.1	1247	-0.74	-0.18	-0.1	-0.38	2.4	1.9	5.1
6	Cc1nn(CC#N)c(=O)n1-c1ccc(Cl)cc1	+	-5.8*	i	4%	i	31	-16	18	1%	-2.7	985	-0.16	-0.32	-0.15	0.26	5.4	1.9	7.9
7	Cc1ccc(CNC(=O)CCCCn2c(=O)[nH]c3ccsc3c2=O)cc1	i	17	i	5%	i	39	-9	11	2%	1.7	1059	0.55	-0.25	0.56	-0.13	7.7	2.4	6.2
8	Cc1ccc(Cl)cc1NC(=O)CCC(=O)Nc1cc(Cl)ccc1C	i	0	i	-2%	i	26	13	16	9%	.	.	0.025	-0.17	0.38	0.067	1.7	1.2	5.2
9	COc1ccccc1OCc1nc2ccccc2[nH]1	i	-3	i	11%	i	29	11	5	-5%	-1.2	1056	0.035	0.22	0.13	1.1	2.5	2.4	5.4
10	Cc1ccc(S(=O)(=O)CC(=O)N(C)C)cc1	i	-4	i	6%	i	42	-4	1	4%	-2.2	1176	-0.16	-0.19	0.3	-0.61	4.0	1.9	5.9
11	COc1ccc(N2C(=O)C3CCCN3C2c2ccccc2OC)cc1 (stereo unspecified)	i	6	i	7%	i	62	-7	-2	1%	.	.	1.1	0.92	1.1	-0.3	1.5	4.3	8.2
12	CS(=O)(=O)c1cnc2c(-c3ccsc3)cnn2c1N	i	17	i	7%	i	49	1	4	1%	1.7	1403	0.27	1.2	0.74	-0.84	3.8	1.6	1.1
13	O=C(OCC(=O)N1CCc2ccccc21)c1ccccn1	i	-15	i	-2%	i	29	-7	-11	18%	-1.1	1419	-0.92	-0.29	-0.69	0.74	3.7	1.0	7.6
14	O=C(Cc1ccccc1)N1CCN(C(=O)c2cccs2)CC1	i	-9	i	1%	i	24	17	0	6%	-7.0	991	-0.29	-0.24	-0.21	0.59	1.4	1.9	13
15	COc1cc(C(=O)NCC(c2cccnc2)N2CCN(C)CC2)cc(OC)c1OC (stereo unspecified)	i	0	i	6%	i	16	0	-6	-1%	.	.	0.097	-0.11	0.38	0.54	3.5	1.3	3.6
16	Cc1cccc(Nc2c(-c3ccc(N4CCOCC4)cc3)nc3ncccn23)c1	i	13	.	1%	i	25	13	0	0%	0.6	479	0.19	-0.21	1.1	-0.72	3.4	1.4	3.7
17	CCN(CC)S(=O)(=O)c1ccc(OC)c(NC(=O)c2cccs2)c1	i	2	i	5%	i	42	1	-18	-13%	0.3	1509	-0.46	-0.12	-0.18	-0.4	1.1	1.7	4.7
18	Cc1ccc(C(=O)NCCN(C)C)cc1C	i	-14	i	1%	i	17	-12	-4	2%	-1.6	1207	-1.5	-0.42	-0.83	0.74	1.6	1.6	7.3
19	C/C(N)=C(/C#N)C(=O)COC(=O)CCSc1ccccc1	i	-2	i	-8%	i	22	-6	-29	10%	-0.6	1039	-0.59	-0.26	-0.025	-0.3	1.9	0.4	47
20	CN(CC(=O)Nc1nc2ccccc2s1)S(=O)(=O)c1ccc(Br)cc1	i	-8	i	-6%	i	7	5	3	-1%	4.3	901	-1.2	-0.012	-0.6	0.87	1.6	1.0	11
21	Cc1ccc(N=c2c([N+](=O)[O-])nn(-c3ccc(Cl)cc3)n2O)cc1C	i	-2	i	3%	i	45	52	25	-1%	-0.7	1061	-1.3	-0.25	-0.23	0.51	1.9	4.5	5.4
22	N#Cc1c(Nc2ccccc2)c(C=NCCN2CCOCC2)c[nH]c1=O	i	-2	i	0%	i	23	38	29	-13%	-0.9	1335	-0.066	-0.25	0.12	-0.97	4.4	3.2	8.0
23	Cc1cc(Cl)cc(C)c1OCCCCN1CCOCC1	i	-6	i	0%	i	38	32	-3	1%	0.2	1034	2.1	-0.22	1.4	-1.9	3.5	2.1	7.2
24	O=C(Cn1c(CO)nc2ccccc21)NC1CCCCCC1	i	1	i	1%	i	31	0	-18	12%	-0.5	1010	-0.62	-0.21	-0.23	0.5	2.9	1.0	4.9
25	CCOC(=O)c1sc(=NC(=O)c2cccc(OC)c2)n(C)c1C	i	-5	i	5%	i	37	-4	6	14%	-3.9	1391	-0.58	-0.31	-0.11	0.32	5.0	3.0	7.7
26	COc1ccc(NC(=O)c2cc([N+](=O)[O-])ccc2O)cc1	i	-17	i	8%	i	37	18	18	17%	-1.1	1040	-1.3	-0.25	-0.51	1.2	2.7	1.2	3.4
27	CCOC(=O)C(=O)/C(C#N)=C/Nc1ccccc1	i	2	i	6%	i	50	-8	-2	-29%	.	.	-0.11	-0.25	-0.22	0.41	1.0	1.7	6.5
28	O=C(Nc1ccc(NC(=O)c2ccco2)nc1)c1ccco1	i	4	i	4%	i	45	6	20	4%	0.0	1042	-0.27	-0.12	-0.27	0.88	1.4	1.1	0.1
29	CCC(C)(C)NC(=O)CN(CCc1cccc(C)c1)C(=O)c1csnn1	i	-19	i	15%	i	5	-11	-17	11%	-0.2	1551	-0.8	-0.085	-0.28	0.41	3.0	1.5	3.3
30	CCCn1c2ccccc2c2nnc(SCC(=O)Nc3nnc(CC(=O)OCC)s3)nc21	i	4	i	2%	i	48	.	.	20%	.	.	-0.83	-0.15	-0.25	0.48	1.3	1.9	8.1
31	COc1ccc(C2CC(O)(c3ccccc3)Oc3cc(OC)c(OC)c(OC)c32)cc1 (stereo unspecified)	.	.	i	-5%	i	37	.	.	-2%	0.5	1347	3.3	-0.56	1.9	-1.6	.	.	.
32	N/C(CC1CC1(Cl)Cl)=N\OC(=O)c1ccccc1 (stereo unspecified)	.	.	i	1%	i	28	.	.	2%	0.1	1325	0.23	-0.24	0.012	0.36	.	.	.
33	CCn1cc(C(=O)N2CCN(c3cccc(C)c3C)CC2)c(=O)c2ccc(C)nc21	.	.	i	3%	i	27	.	.	5%	0.5	1310	-0.27	-0.86	-0.32	0.2	.	.	.
34	O=C(Nc1nc(-c2ccc3ccccc3c2)cs1)c1ccc(N2C(=O)CCC2=O)cc1	i	16	.	-2%	i	34	3	16	-5%	-1.3	529	-0.37	-0.28	0.44	1.1	3.4	2.4	5.8
35	COc1cccc(C(C(=O)NC2CCCC2)N(Cc2ccco2)C(=O)c2ccco2)c1OC (stereo unspecified)	i	-5	i	0%	i	33	6	4	-2%	0.1	467	-0.088	-0.22	-0.026	0.071	3.2	1.5	3.9
36	CCOc1ccc(-c2nc(CSCC(=O)NCCN3CCOCC3)c(C)o2)cc1	i	-19	i	3%	i	22	5	15	6%	2.1	883	1	-0.16	0.87	-0.27	4.1	3.1	9.8
37	O=C(Nc1ccc(F)cc1)C1CC(=O)n2c(nc3ccccc32)N1 (stereo unspecified)	i	7	i	1%	i	46	-5	-2	-1%	-4.7	1134	-0.28	-0.23	-0.22	-0.099	2.7	3.7	6.5
